Bioassay records deposited in PubChem by The Scripps Research Institute Molecular Screening Center.
GPR7 antagonist: antagonists of human GPR7 (neuropeptides B/W receptor 1); GPR7-expressing cells, fluorescence antagonist assay; P48145; AID 1861; actives 1.1% (n = 290,000); inhibition, % at 4.4 µM; in the data active = inhibition above about 16%, passing the limit was not always enough;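 also: cells stimulated with the agonist NPW; 0% = agonist with vehicle and 100% = vehicle without agonist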
Target sequence (P48145 whole entry, looked up): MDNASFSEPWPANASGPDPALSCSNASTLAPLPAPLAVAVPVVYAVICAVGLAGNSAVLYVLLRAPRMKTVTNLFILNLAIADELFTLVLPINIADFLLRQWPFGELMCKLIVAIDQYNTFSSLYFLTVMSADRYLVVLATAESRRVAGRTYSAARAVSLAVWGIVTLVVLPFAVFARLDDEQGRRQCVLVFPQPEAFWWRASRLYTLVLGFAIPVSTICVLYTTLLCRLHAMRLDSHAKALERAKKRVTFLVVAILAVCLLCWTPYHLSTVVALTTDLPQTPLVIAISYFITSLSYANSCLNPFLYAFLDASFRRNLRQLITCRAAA
V1aR counter: V1a receptor agonism, counter-screen for OXTR agonists. CHO-V1R cells, Fluo-8 calcium fluorescence, agonist mode; 0% DMSO, 100% 3 nM vasopressin. actives 0.25% (n = 320,000). activation, % at 3 µM. P37288;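 active = activation above the mean activation of all tested compounds plus 3 SD, per screening run, cut at about 20% in these data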;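 also: signal is peak over basal fluorescence ratio across a 100 second FLIPR read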
CHO-K1 Ca PAM: counter-screen for M1 PAMs: effect in parental CHO-K1 cells. actives 0.02% (n = 360,000). activation, % at 3 µM. AID 602247. ATP EC20, Fluo-8 calcium fluorescence; 0% at ATP EC20, 100% at ATP max;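 active = activation above the run cutoff, the mean activation of all test compounds plus 3 SD, cut at about 40% in these data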;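 also: peak over basal fluorescence ratio in a 140 s read after ATP addition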
OXTR potentiator: potentiators of human oxytocin receptor | AID 2445 | P30559 | CHO-OTR cells, Fluo-8 calcium fluorescence, potentiator mode; 0% = oxytocin EC15, 100% = EC100 | actives 0.061% (n = 320,000) | activation, % at 3 µM;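 active = activation above that plate's cutoff, the mean activation of tested compounds plus 3 SD, cut at about 6.6% in these data, passing the limit was not always enough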;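 also: 100% uses oxytocin at 75 nM as the full agonist control; some results filed as inactive read as strong as hits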
Target sequence (P30559 whole entry, looked up): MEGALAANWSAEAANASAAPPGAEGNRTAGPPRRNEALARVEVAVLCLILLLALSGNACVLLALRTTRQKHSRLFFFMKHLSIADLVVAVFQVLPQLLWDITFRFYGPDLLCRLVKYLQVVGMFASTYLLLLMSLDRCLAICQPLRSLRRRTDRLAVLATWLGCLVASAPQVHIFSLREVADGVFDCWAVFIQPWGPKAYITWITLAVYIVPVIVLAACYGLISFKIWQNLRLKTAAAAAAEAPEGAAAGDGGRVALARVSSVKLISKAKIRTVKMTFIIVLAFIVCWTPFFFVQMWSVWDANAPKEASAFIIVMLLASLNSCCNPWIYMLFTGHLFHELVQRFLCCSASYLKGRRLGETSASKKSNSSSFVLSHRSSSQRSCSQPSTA
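Material: CHO-OTR cells, human receptor; compound dosing: single dose, 3.0 µM nominal final compound concentration; schedule: 6 min compound pre-incubation at room temperature, 100 s kinetic read; measured by: kinetic Fluo-8 calcium fluorescence; read-out basis: % activation vs EC15 and EC100 oxytocin; controls: EC15 oxytocin alone as 0%, 75 nM oxytocin as 100%; replicates: singlicate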
TAAR1 antagonist: human TAAR1 antagonism. CHO RD-HGA16 TAAR1, Fluo-8 calcium fluorescence, antagonist. AID 624466. actives 1.5% (n = 360,000). Q96RJ0. inhibition, % at 3 µM;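 active = inhibition above a per-plate cutoff, the mean inhibition of test compounds on that plate plus 3 SD, cut at about 49% in these data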;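 also: 0% = DMSO plus EC80 beta-PEA response and 100% = DMSO alone without agonist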
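System: RD-HGA16 CHO cells with stable hTAAR1 and Gα16 | Probe or stimulus: EC80 β-phenethylamine stimulus | Dosing: 3 µM, single point | Times: Dye loading 75 min at 37 °C, then 30 min room temperature | Measured by: Fluo-8 calcium-sensitive fluorescence | Read-out basis: % inhibition of agonist calcium response | Replicates: n of 1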
CHO-K1 Ca antag: M1 antagonist counterscreen hit in parental CHO-K1 cells | ATP-induced calcium, Fluo-8 fluorescence | inhibition, % at 3 µM | actives 0.6% (n = 360,000) | AID 602250;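 active = inhibition above a per-plate cutoff, the plate's mean sample inhibition plus 3 SD, cut at about 24% in these data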;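 also: 0% = DMSO plus EC80 ATP and 100% = DMSO alone without ATP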
OXTR agonist: human OXTR agonism. P30559. CHO-OTR cells, Fluo-8 calcium fluorescence; normalized: DMSO 0%, oxytocin 100%. activation, % at 3 µM. actives 0.32% (n = 320,000);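 active = activation above the mean of all tested compounds plus 3 SD, cutoff set per screening run, cut at about 20% in these data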;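 also: peak over basal fluorescence ratio from a 100 s FLIPR kinetic read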
M1 ag parental: M1 agonist counterscreen hit in parental CHO-K1 cells; activation, % at 3 µM; Fluo-8 calcium fluorescence; scaled to maximal ATP response, vehicle zero; actives 0.48% (n = 360,000); in the data active = activation above about 15%;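 also: untransfected CHO-K1 host cells lacking M1 receptor as counterscreen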
CHO parental Ca: signal in parental CHO cells, OX1R antagonist counter-screen; parental CHO-K1, ATP-induced calcium, Fluo-8 fluorescence; inhibition, % at 5.6 µM; actives 0.63% (n = 330,000); AID 463079;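 active = inhibition above that plate's mean sample inhibition plus 3 SD, cut at about 26% in these data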;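 also: 0% = ATP-challenged DMSO wells and 100% = DMSO wells without ATP; some compounds past the cut are filed as inactive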
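Test system: untransfected parental CHO cell line; also added: ATP stimulus; dosing: 5.6 µM, single dose; signal: calcium-sensitive Fluo-8 fluorescence; measure: percent inhibition of ATP-evoked calcium rise, normalized to controls; benchmarks: low control ATP plus DMSO, high control DMSO only; replication: one well per compound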
Numbers without * were called inactive; nt = no result given.

The line under a structure holds: GPR7 antagonist, V1aR counter, CHO-K1 Ca PAM, OXTR potentiator, TAAR1 antagonist, CHO-K1 Ca antag, OXTR agonist, M1 ag parental, CHO parental Ca
1: Cc1cccc(OCCC(=O)NCC(=O)Nc2c(C)cccc2C)c1
→ 2, -0.3, 26, -6, 0, 1, -1.1, 0.9, -2
2: Cc1ccc(S(=O)(=O)N2CCN(C(C)C(=O)Nc3ccccc3-c3ccccc3)CC2)cc1 (stereo unspecified)
→ 3, 0.4, 17, 1, -17, 6, -0.7, 0.4, -20
3: COC(c1ccccc1)c1nnc(CCC(=O)NCCCc2ccccc2)o1 (stereo unspecified)
→ 1, -0.3, -15, -9, 13, 12, -1.6, 1.0, -15
4: Cc1ccc(C(=O)N2CCCC2)cc1Br
→ -4, 0.9, 13, 6, -1, -7, -0.9, -0.4, 2
5: O=C(NCCN1CCOCC1)/C(=C/c1ccc(Cl)cc1)NC(=O)c1ccccc1
→ 7, 0.5, 1, -1, -8, -20, 1.0, 2.2, -16
6: Cc1cc(O)ccc1N/C=C1\CCCC1=O
→ -2, 0.8, 17, -10, -16, -13, 1.3, 1.1, -7
7: CC(C)NC(=O)NC(=O)CSc1ccc(S(=O)(=O)N2CCCC2)cn1
→ nt, -0.5, 4, -8, 6, 15, -0.4, 0.2, -6
8: Cc1cc(=O)n2nc(N3CCC(C(=O)N4CCN(Cc5ccccc5)CC4)CC3)sc2n1
→ -27, 0.7, -2, -5, -5, -21, -0.8, -0.4, -12
9: CC1=[N+](C)c2ccc3ccccc3c2C1(C)C
→ 3, 2.0, 16, -9, 4, 1, 1.1, 0.4, 21
10: CC1=NNC(=O)C1CC(=O)N/N=C(\C)c1ccco1 (stereo unspecified)
→ -10, 0.3, -3, 2, -11, 4, -0.1, 4.3, 7
11: Cc1cc2ncn(C(=O)N3CCCCCC3)c2cc1C
→ -4, -0.4, 9, -5, -3, -2, -1.0, 0.1, 2
12: COc1cccc(Nc2nc(-c3cccc(N4C(=O)c5ccccc5C4=O)c3)cs2)c1
→ -2, 0.0, 6, -15, 28, 3, -0.9, 0.3, -10
13: COCCn1c(C)cc(C(=O)COC(=O)/C=C/c2ccc(OC)cc2OC)c1C
→ nt, 2.8, 6, 2, 4, -9, 0.6, 0.2, -13
14: CCCn1cnc2c(=O)oc3ccccc3c21
→ -12, 1.9, -3, -19, 17, -1, -1.0, 0.1, 11
15: COc1ccc(C23CC4CC(CC(C4)C2)C3)cc1C(=O)NCCN(C)C
→ 5, 7.1, 20, -2, 3, -12, 9.1, 5.0, -6
16: N#Cc1c(Cl)nsc1NCCN1CCOCC1
→ 13, 0.5, 7, -11, 10, -3, 0.2, -0.2, -2
17: CCCOc1ccc(N2CC(C(=O)NC3=NCCS3)CC2=O)cc1 (stereo unspecified)
→ -3, 0.0, 2, 1, -13, -3, -0.8, 0.0, -5
18: CC(/C=C1\SC(=S)N(c2ccc(C(=O)O)cc2)C1=O)=C\c1ccccc1
→ -3, 0.7, 18, 0, -3, -6, -0.3, 0.7, 19
19: CCN(CC)C(=O)COc1ccc(/C(C)=N/NC(=O)c2ccccc2-n2cccc2)cc1
→ -3, -0.2, 1, -7, -24, 3, 0.0, -0.5, -10
20: CCCNC(=O)COC(=O)c1cc2c(=O)n3ccccc3nc2s1
→ -4, 1.2, 20, -3, -7, -1, -0.5, 0.2, -1
21: COc1ccc(-c2noc(CNC(=O)c3ccc4c(c3)OCO4)n2)cc1
→ 0, 4.1, 9, -9, -5, -8, 5.0, 5.3, -6
22: COc1ccc(C(C)=O)c2c1OCCO2
→ -9, 1.1, 14, -4, 2, -1, -0.3, 0.2, 1
23: O=C(COc1ccc(Br)cc1)Nc1ccc(NC(=O)c2ccccc2)cc1
→ 3, 1.0, 8, -6, -15, -4, 0.1, 0.0, -5
24: Cc1csc(=O)n1CC(=O)OCC(=O)Nc1cc(Cl)ccc1[N+](=O)[O-]
→ -12, 1.0, 1, 2, -14, 6, 0.3, 2.0, -15
25: CN(Cc1ccccc1)c1ccc(S(=O)(=O)N2CCOCC2)cn1
→ 4, 0.8, 1, -1, 13, -8, 1.3, 0.2, 7
26: COc1ccc(-c2[nH]ncc2CN2CCC(C(=O)c3ccc(F)cc3)CC2)cc1
→ -8, 2.6, -7, 0, -17, 3, 3.5, 2.1, -1
27: N#Cc1cccc(NC(=O)c2ccc(S(=O)(=O)N3CCOCC3)cc2)c1
→ nt, 2.6, 5, -4, -11, -12, 1.6, 0.9, 2
28: Cc1ccc(S(=O)(=O)CCC(=O)OCC(=O)c2cc(C)n(C)c2C)cc1
→ nt, 0.0, 3, 1, -4, -4, -1.8, -0.6, -18
29: Cn1c(N)c(S(=O)(=O)NCc2ccc(F)cc2)c(=O)n(C)c1=O
→ -6, 0.7, -17, -4, -5, -1, 0.0, 0.3, -10
30: Cc1cc(C)c(C(=O)COc2cccnc2[N+](=O)[O-])cc1C
→ -5, 0.2, 20, -20, 7, -8, -0.4, 0.7, -5
31: CC(C)NC(=O)c1cc(C2CCCCN2C(=O)c2ccc(Cl)cc2)on1 (stereo unspecified)
→ nt, nt, 10, nt, -27, -6, nt, 0.2, nt
32: C#CC(CC)(CC)NC(=O)/C=C/C(=O)O
→ 2, 0.6, 15, -5, -9, -6, 0.1, 0.2, 7
33: O=C(O)CCCC(=O)Nc1ccccc1C(=O)O
→ -2, -0.1, 23, -2, 7, -15, 0.3, 1.0, -3
34: CC(C)(C)N=C1NN=C(c2ccc(S(=O)(=O)N3CCCCC3)cc2)CS1
→ nt, -0.8, 7, -12, 7, -11, -1.8, 1.7, -18
35: C[n+]1c2n(c3ccccc31)N=C(c1cc(C(C)(C)C)c(O)c(C(C)(C)C)c1)CS2
→ 70*, 0.1, 8, -11, -2, 2, -0.6, 0.6, 18
36: CCn1c(=O)c([N+](=O)[O-])c(NCCc2ccc(OC)c(OC)c2)c2ccccc21
→ -11, 2.7, 10, -4, 3, -2, -1.6, 6.0, -11
37: Cc1ccc(C(=O)OC(C)C(=O)NCc2ccc3c(c2)OCO3)cc1S(=O)(=O)N1CCOCC1 (stereo unspecified)
→ -8, nt, 5, nt, -29, -4, nt, 2.4, nt
38: O=C(c1ccsc1)N1CCCC(N2CCN(c3ccccc3F)CC2)C1 (stereo unspecified)
→ 7, 1.5, -18, -1, 7, -4, -0.2, 0.3, -1
39: COc1ccc(S(=O)(=O)NC(C)C(=O)Nc2cccc(C(C)=O)c2)cc1 (stereo unspecified)
→ -16, 0.4, 4, -8, -7, 2, -0.1, 0.6, -14
40: NC(Cc1ccc(F)cc1)c1csc(NC(=O)NC(c2ccccc2)c2ccccc2)n1 (stereo unspecified)
→ nt, nt, 10, nt, 68*, -3, nt, 1.6, nt
41: COc1ccc(CN(C)C(=O)COC(=O)c2cnc(Cl)c(Cl)c2)cc1
→ nt, 0.5, -24, 0, -8, 18, -1.2, 0.5, -18
42: O=C1Cc2ccccc2Sc2cc(OCCCN3CCCCC3)ccc21
→ -5, 5.6, 24, -5, -6, -6, 3.6, 3.2, -25
43: CCOc1ccc(-c2ccc(SCC(=O)N3CCOCC3)nn2)cc1
→ -4, 0.6, 20, 0, -5, -10, -1.1, 2.0, -12
44: O=C(Nc1ccc(Cl)cc1)C1c2cccc[n+]2CC(=O)N1Cc1ccc2c(c1)OCO2 (stereo unspecified)
→ -2, 0.0, 9, -10, -14, -4, -0.1, 0.0, -2
45: Cc1ccc(NS(=O)(=O)c2c(C(=O)N3CCCCCC3)c(C)n(C)c2C)cc1C
→ -11, 0.0, 19, -1, -65, -23, -0.6, 0.4, -4
46: CC(=O)Nc1ccc(S(=O)(=O)NCCSCc2c(Cl)cccc2Cl)cc1
→ 1, 5.6, 22, -10, 15, -1, 11, 6.5, 16
47: CCOc1ccc(C2/C(=C(\O)c3ccc4c(c3)OCCO4)C(=O)C(=O)N2CCN2CCOCC2)cc1OC (stereo unspecified)
→ -1, nt, -9, nt, -32, 6, nt, 0.6, nt
48: COCCN(C(=O)Cc1cccs1)C(C(=O)NCc1ccc(OC)cc1)c1ccccc1 (stereo unspecified)
→ 3, 2.2, 15, -6, 34, -9, -0.7, 3.3, -13
49: Nc1ccc2nc(Cc3ccccc3)[nH]c2c1
→ -3, 0.6, 13, -4, -17, -6, -0.1, 0.2, 3
50: COc1ccc(N2CCN(C(=O)c3ccc4ccccc4n3)CC2)cc1
→ 11, 0.6, -1, -17, 6, -8, -1.0, 0.7, -10
51: Nn1c(-c2ccccc2)nc2ccccc2c1=O
→ -7, -0.2, 4, -14, -21, 4, 0.2, 0.1, -4
52: Cc1nc(SCC(=O)Nc2ccc3c(c2)OCCO3)c2oc3ccccc3c2n1
→ 1, -0.1, 14, 0, -1, -22, -1.2, 0.8, -27
53: O=C1NC(=O)C(Cc2ccccc2)(c2ccccc2)N1 (stereo unspecified)
→ nt, nt, 5, nt, 6, -13, nt, -0.5, nt
54: O=C(CSc1nnc(-c2ccco2)o1)NC(=O)Cc1ccccc1
→ 2, 1.3, 13, -9, -2, 0, -0.2, 0.2, -5
55: COc1ccc2c(c1OC)C(=O)OC2CC(=O)c1ccc(N(C)C)cc1 (stereo unspecified)
→ -4, 2.4, 11, -3, -6, -5, 0.8, 2.4, -25
56: CCOC(=O)Nc1nc2ccc(Cn3cccc3)cc2[nH]1
→ nt, nt, 6, nt, -7, -3, nt, 0.5, nt
57: C[C@H](CO)N1C[C@H](C)[C@@H](CN(C)S(=O)(=O)c2ccc(Oc3ccccc3)nc2)OCc2cn(nn2)CCCC1=O
→ nt, nt, 9, nt, -17, -8, nt, 0.4, nt
